Screening results as filed in PubChem.
PMI inhibition = MPI inhibition at elevated mannose 6-phosphate – biochemical, fluorescence intensity, high mannose 6-phosphate, primary screen (AID 1220); inhibition, % at 20 µM, or IC50 in µM where a hit was titrated; hit rate 0.66% among 190,000; recombinant PMI enzyme, coupled fluorescence intensity; higher % means a stronger effect
Lipid droplet = modulators of hepatic lipid droplet formation; hit rate 0.4% among 240,000; AID 1656; inhibition, % at 6.5 µM; AML12 mouse hepatocytes, oleate lipid droplets, BODIPY imaging;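 active = lipid droplet intensity inhibited by at least 50%, with more than 500 cells counted; inconclusive = wells with under 300 cells, treated as cytotoxic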
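material = mouse AML12 hepatocyte cell line, fixed after treatment | also added = 100 µM oleic acid challenge | doses = compound at 6.5 µM only | schedule = overnight exposure | technique = Image-based BODIPY and DAPI two-channel analysis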
XIAP displacement = small molecules displacing peptide from XIAP – biochemical, IAP family, fluorescence polarization (AID 1018); XIAP BIR domain, fluorescence polarization peptide displacement; higher % means a stronger effect; one-dose displacement, % at 20 µM; IC50 in µM for titrated hits; hit rate 0.007% among 200,000; in the data active = displacement above about 50%; note: a part of the inactive calls stands beside numbers as strong as those of hits
UTI89 phage lysis = inhibition of K1F phage lysis, E. coli UTI89, bacterial capsule biogenesis inhibitors, alamar blue (AID 488966). E. coli UTI89 K1F phage lysis, alamar blue, 2 h; higher % means a stronger effect. inhibition, % at 100 µM, or IC50 in µM where a hit was titrated. hit rate 0.02% among 340,000;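 active = phage lysis inhibition, versus mean bacterial control, above a set limit; inconclusive = no clear call, values can overlap the other calls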;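 note: capsule biogenesis inhibitors block K1F phage lysis so surviving cells raise fluorescence; higher fluorescence means more inhibition of phage lysis; actives were called in the ten point dose series up to 300 µM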
M17LAP inhibition = P. falciparum M17LAP inhibitors, primary screen, biochemical, fluorogenic H-Leu-NHMec substrate, 1536-well (AID 1619) | hit rate 0.38% among 220,000 | recombinant M17LAP, H-Leu-NHMec fluorogenic kinetic assay; higher % means a stronger effect | one-dose inhibition, % at 30 µM; IC50 in µM for titrated hits;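 active = compound inhibiting the enzyme by more than half at any dose during confirmatory dose-response retesting; inconclusive = strong single-dose inhibitors picked by rank but not retested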;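 note: plate controls were full reaction with DMSO carrier for no effect and no enzyme background for full effect; strong numbers were not always called active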
M1AAP inhibition = P. falciparum M1AAP inhibitors, biochemical, fluorogenic H-Leu-NHMec substrate, 1536-well (AID 1445); recombinant M1AAP, H-Leu-NHMec fluorogenic kinetic assay; higher % means a stronger effect; inhibition, % at 30 µM; hits with a dose series show IC50 in µM; hit rate 0.42% among 220,000;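 active = primary inhibition above the hit cutoff, then over 50% inhibition at one or more dose response concentrations, cut at about 23% in these data, passing the limit was not always enough; inconclusive = conflicting primary data, or primary hits not chosen for dose response; inactive = low primary inhibition, or under 50% at every dose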;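 note: plate controls were DMSO full reaction for no effect and no enzyme background for full effect; strong numbers were not always called active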
human PMI inhibition = inhibitors of human PMI, primary screen, biochemical, fluorescence intensity, coupled assay (AID 1209) | purified PMI enzyme, coupled fluorescence intensity; higher % means a stronger effect | inhibition, % at 20 µM; hits with a dose series show IC50 in µM | hit rate 0.42% among 190,000;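 note: plate controls were DMSO vehicle for no effect and wells lacking substrate for full effect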
SIAH1 antagonists = blockers of Siah-1 interaction with plectin peptide – biochemical, fluorescence polarization, rhodamine-plectin, uHTS, primary screen (AID 1817). Siah-1 / rhodamine-plectin peptide fluorescence polarization; higher % means a stronger effect. displacement, % at 20 µM; hits with a dose series show IC50 in µM. hit rate 0.02% among 290,000;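 active = displacement of at least 50% at 20 µM, with a fluorescence ratio check between 0.3 and a set limit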;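 note: plate controls were Siah plus tracer with DMSO for no effect and tracer alone without Siah for full effect; strong numbers were not always called active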
TNAP activators = human TNAP enzyme activators, primary screen, biochemical, luminescent, no phosphate acceptor, uHTS (AID 1001); hit rate 0.03% among 200,000; activation fold at 20 µM; hits with a dose series show EC50 in µM; purified TNAP, luminescent activation assay, no phosphate acceptor; higher activation fold means a stronger effect; in the data active = activation fold from about 3, or a potency from the dose series; inactive = the rest, 99 in 100 with activation fold below about 1.6; note: many of its hits are not listed in these tables
Lipid droplet cells 6.5 µM = second read-out of Lipid droplet, no call of its own (marks repeat the call); cell count; measured here: cell count, cytotoxicity flag;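 cells counted across two imaged fields per well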
Starred values were filed as active, the others as inactive; ? = inconclusive; . = not tested or not shown; & = joins results of further samples; [ ] = dose if it differs, or a comment. Cut-off read from the data, not from the text of the source, unless noted: active = inhibition above about 50%; inactive = the rest. The order is random (roughly 1.9% active in at least one column).

SMILES	PMI inhibition	Lipid droplet	Lipid droplet cells 6.5 µM	XIAP displacement	UTI89 phage lysis	M17LAP inhibition	M1AAP inhibition	human PMI inhibition	SIAH1 antagonists	TNAP activators
COc1ccccc1NC(=O)N1CCN(c2ccccn2)CC1	4%	.	.	-3.0%	0.5%	7%	-3%	7%	0%	1.1
O=C(O)C1CCCN(S(=O)(=O)c2ccccc2)C1 (stereo not given)	-15%	2	642	-10%	-0.4%	-3%	-3%	-18%	-6%	1
CSc1nnc2c3cc(F)ccc3n(Cc3ccccc3)c2n1	-13%	1	800	-8.7%	0.0%	.	.	-1%	-4%	1
COc1cccc(C(=O)NC(C)C(c2cccs2)N2CCOCC2)c1 (stereo not given)	1%	-3	672	-6.6%	-0.5%	-6%	2%	0%	-1%	0.9
CCOC(=O)CNC(=O)Cn1cnc2c(nnn2-c2ccc(F)cc2)c1=O	-9%	.	.	-6.1%	6.9%	2%	1%	-14%	-1%	1
O=C(O)/C=C/C(=O)Nc1ccc(Cl)c(C(=O)O)c1	.	0	705	.	0.5%	2%	3%	.	4%	.
O=C(COC(=O)CCc1nc2ccccc2c(=O)[nH]1)NC(=O)NC1CCCC1	12%	11	646	-4.6%	2.3%	-10%	-2%	1%	-4%	1
CCCc1ccc(OCc2ccc(C(=O)NCc3cccnc3)o2)c(OC)c1	.	2	653	-11%	-0.2%	20%	-2%	.	-4%	1.1
COCC(C)n1c(C)cc(C(=O)CN2C(=O)NC3(CCCCC3C)C2=O)c1C (stereo not given)	2%	.	.	-2.5%	0.3%	13%	-7%	-5%	2%	1.1
CCc1ccc(NC(=O)CCc2nc3cccnc3n2Cc2ccc(OC)cc2)cc1	2%	-1	789	-2.1%	1.9%	5%	-1%	7%	3%	1.2
Cc1cc(-c2cccc([N+](=O)[O-])c2)nc2ccccc12	-22%	-10	701	-10%	1.9%[50 µM]	12%	10%	-24%	7%	1
CCCCOc1cc(C(=O)NCCN(CC)CC)c2ccccc2n1	-8%	-10	677	-5.5%	7.8%&3.9%	-14%&-4%	7%&3%	-9%	-2%	1
COC(=O)c1ccccc1NC(=O)Nc1ccc(C(=O)N2CCCC2)cc1	-8%	3	673	-7.6%	0.3%	2%	1%	-2%	-2%	1.1
CCc1nc(SCC(=O)c2ccccc2)c2ccccc2n1	-1%	-6	647	-2.2%	-0.6%	-2%	11%	14%	-3%	1.1
CCOC(=O)c1sc(NCc2ccco2)c(-c2nc3ccccc3s2)c1N	18%	.	.	-4.3%	-0.1%	1%	15%	13%	-9%	1.2
Cc1ccc(NC(=O)COC(=O)c2cccnc2)c(C)c1	-2%	2	698	-12%	0.2%	7%	-4%	9%	-4%	1
Cc1ccc(S(=O)(=O)NNC(=O)c2sc3nc(C)cc(C)c3c2-n2cccc2)cc1	10%	1	689	-6.3%	-3.7%	15%	27µM*	16%	0%	1
CCCN1CCN(C(=S)Nc2ccc(S(N)(=O)=O)cc2)CC1	-7%	14	720	-4.6%	1.6%	-2%	4%	-4%	10%	1.1
COc1ccc(CCNC(=O)CSc2ccc(-c3cccs3)nn2)cc1OC	8%	3	708	-3.9%	0.2%	0%	3%	-7%	8%	1.1
Cc1ccc(OCc2nc(-c3ccccn3)n[nH]2)cc1	-1%	-1	782	-1.6%	0.1%	6%	-24%	1%	0%	1
O=c1[nH]ncc2c3ccccc3n(Cc3ccc(F)cc3)c12	0%	.	.	-0.9%	-0.1%	-8%	-5%	4%	4%	1.1
CCOc1ccc(-c2cn(S(=O)(=O)c3cccc4nsnc34)nc2N)cc1	20%	-10	687	-2.4%	0.0%	16%	-4%	22%	8%	1.1
COC(=O)c1cc(OC)c(OC)cc1NC(=S)N1CCN(c2ccccn2)CC1	6%	13	672	-2.4%	0.0%	0%	4%	10%	-5%	1.1
O=C(N/N=C/c1cccnc1)C(=O)N1CCCCCC1	.	0	669	.	-1.4%	-11%	2%	.	10%	.
CCCS(=O)(=O)c1c(S(=O)(=O)CCC)c2cc(-c3ccncc3)ccn2c1C(=O)OC	-8%	-8	688	-10%	-0.9%	-245%	?	-3%	2%	1
CCSc1ccccc1C(=O)NCc1ccc(OC)cc1	13%	10	807	-4.0%	7.5%	14%	8%	8%	0%	1.1
CC12CCC(C(=O)NC3CCCCC3)([C@H](Br)C1=O)C2(C)C (stereo not given in full)	.	5	817	.	-0.1%	2%	4%	.	1%	.
CC1(C)NC(=O)N(CC(O)Cn2c3ccccc3c3ccccc32)C1=O (stereo not given)	.	-8	679	-5.8%	0.1%	3%	2%	.	-2%	1.1
Cc1ccc(-c2nnc3ccc(SCC(=O)Nc4cc(C)on4)nn23)cc1	1%	.	.	-4.9%	7.8%	-5%	1%	1%	5%	1.2
Cn1c(SCC(=O)c2c(N)n(C)c(=O)n(C)c2=O)nnc1-c1ccccc1F	5%	1	646	-12%	-2.1%	-17%	-4%	5%	-2%	1.1
CCOc1ccc(CN2C(=O)c3ccccc3C2C(=O)NCC2CCCO2)cc1 (stereo not given)	0%	-11	641	-1.7%	0.2%	-2%	-3%	0%	-1%	1
COc1ccccc1OCC(=O)Nc1ccc(S(=O)(=O)Nc2cc(C)nc(C)n2)cc1	2%	15	795	-4.7%	0.6%	12%	2%	0%	-1%	1.1
COc1ccc(/C=N/NC(=O)c2[nH]c(C)c(C(=O)N/N=C/c3ccc(OC)cc3)c2C)cc1	6%	11	581	0.3%	0.2%	-6%	8%	7%	2%	1.2
COc1ccc(-c2cc(C)nc3c(-c4ccccc4)cnn23)cc1	6%	.	.	-2.6%	0.7%	3%	4%	9%	6%	1.1
Cc1occc1-c1nnc(SCC(=O)NCc2cccs2)n1-c1ccc(F)cc1	1%	.	.	-5.5%	1.6%	7%	0%	-10%	-8%	1
CC(C)C(=O)Nc1nnc(-c2ccccc2)o1	28%	.	.	-1.9%	0.0%	0%	7%	7%	-2%	1.1
OCCNc1nc(N2CCCC2)nc(N2CCCC2)n1	15%	0	724	-0.4%	-0.2%	-9%	0%	9%	1%	1.1
c1ccc(-n2ncc3c(N4CCN(c5ccccn5)CC4)nc(N4CCCCCC4)nc32)cc1	-10%	.	.	-6.0%	9.3%	2%	-2%	-14%	-3%	1.1
CC(C)c1ccc(NC(=S)NNc2ccc(Cl)c(C(=O)O)c2)cc1	.	8	753	.	-0.2%	-3%	2%	.	2%	.
Cc1nc2ccc(NC(=O)c3cc(S(=O)(=O)N(C)c4ccccc4)ccc3Cl)cc2s1	-2%	-25	620	-2.8%	0.5%[50 µM]	-15%	2%	-1%	13%	1.5
O=C(C1CCCO1)N1CCN(C(=S)Nc2ccccc2)CC1 (stereo not given)	10%	-20	680	-0.9%	2.9%	-27%	7%	8%	0%	1.1
CCC(=O)N1CCN(c2nc(-c3ccc(Cl)cc3)cs2)CC1	6%	-16	780	-2.6%	4.7%	0%	-2%	7%	0%	1.1
CCOc1ccc2nc(NC(=O)C3CCCN(S(=O)(=O)c4cccc5nonc45)C3)sc2c1 (stereo not given)	3%	4	774	-2.1%	7.2%	0%	8%	3%	6%	1
CCOc1ccccc1NC(=O)N1CCCC1C(=O)Nc1nnc(CC)s1 (stereo not given)	7%	-1	700	-0.5%	1.7%	7%	4%	10%	-1%	1.1
CCn1nc(NC(=O)c2ccccn2)c2cc3cccc(C)c3nc21	8%	.	.	0.0%	0.8%	-1%	8%	10%	-1%	1

Record cards, as listed above. Screens in order: PMI inhibition | Lipid droplet | Lipid droplet cells 6.5 µM | XIAP displacement | UTI89 phage lysis | M17LAP inhibition | M1AAP inhibition | human PMI inhibition | SIAH1 antagonists | TNAP activators
Entry for CCOc1ccc(CN2C(=O)c3ccccc3C2C(=O)NCC2CCCO2)cc1 (stereo not given) : 0% | -11 | 641 | -1.7% | 0.2% | -2% | -3% | 0% | -1% | 1
Entry for CCOc1ccc2nc(NC(=O)C3CCCN(S(=O)(=O)c4cccc5nonc45)C3)sc2c1 (stereo not given) : 3% | 4 | 774 | -2.1% | 7.2% | 0% | 8% | 3% | 6% | 1

Remaining list, next part:
SMILES	PMI inhibition	Lipid droplet	Lipid droplet cells 6.5 µM	XIAP displacement	UTI89 phage lysis	M17LAP inhibition	M1AAP inhibition	human PMI inhibition	SIAH1 antagonists	TNAP activators
CC(C)NC(=O)CC1C(=O)N(Cc2ccccc2)C(C)c2nc3ccccc3n21 (stereo not given)	-3%	-16	730	1.0%	2.1%	-1%	2%	-6%	2%	1.1
N#Cc1c(SCC(=O)N2CCCCC2)nsc1SCC(=O)N1CCCCC1	4%	1	698	-3.1%	1.7%	-5%	6%	6%	5%	1.1
N#CCCn1c2ccccc2c2nc3ccccc3nc21	-21%	.	.	-2.2%	5.4%	-4%	9%	-31%	0%	1
COc1cc(C)c(C(C)C)cc1S(=O)(=O)NCCCn1ccnc1	-3%	.	.	-2.8%	0.6%	16%	1%	0%	0%	1.1
COCC(C)NC(=O)c1ccccc1OC(C)=O (stereo not given)	8%	20	749	-0.7%	0.2%	0%	1%	14%	-2%	1.1
CCn1c(SCc2cccc(C(=O)O)c2)nnc1-c1ccccc1	-3%	.	.	-3.9%	0.1%	38%	10%	-2%	2%	1.2
N#CCCN(C(=O)Nc1ccc(Cl)c(Cl)c1)c1ccccc1	-2%	-17	757	1.0%	2.7%	2%	0%	-4%	1%	1.1

Part of the list above in order of length of the SMILES, high to low.
SMILES	PMI inhibition	Lipid droplet	Lipid droplet cells 6.5 µM	XIAP displacement	UTI89 phage lysis	M17LAP inhibition	M1AAP inhibition	human PMI inhibition	SIAH1 antagonists	TNAP activators
CC(C)NC(=O)CC1C(=O)N(Cc2ccccc2)C(C)c2nc3ccccc3n21 (stereo not given)	-3%	-16	730	1.0%	2.1%	-1%	2%	-6%	2%	1.1
COc1cc(C)c(C(C)C)cc1S(=O)(=O)NCCCn1ccnc1	-3%	.	.	-2.8%	0.6%	16%	1%	0%	0%	1.1
N#CCCn1c2ccccc2c2nc3ccccc3nc21	-21%	.	.	-2.2%	5.4%	-4%	9%	-31%	0%	1
